# Screening results as filed in PubChem.
# CYP2C9 inhib = human CYP2C9 inhibition; P11712; CYP2C9 Supersomes, luciferin-H conversion, luminescence; inhibition, % at 5 µM; 96,000 compounds, 20% hits; AID 777;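 active = blocking of liver enzyme CYP2C9 beyond about 50% at 5 µM, limit read from the data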; note: values of inactives mirror those of a sister screen read the other way
# CYP2C9 activ = activators of human CYP2C9. P11712. recombinant CYP2C9, luciferin-H conversion, luminescence; hits give high values; factor 1 = untreated enzyme, 0 = blocked. activation factor at 5 µM. 96,000 compounds, 1.4% hits. AID 1024;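 active = activation factor of 2 or more for CYP2C9 at a 5 µM dose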;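 note: 0 = sulfaphenazole-blocked wells and 1 = vehicle-only wells; values of inactives mirror those of a sister screen read the other way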
# CYP2C19 inh = human CYP2C19 inhibition. P33261. 96,000 compounds, 21% hits. inhibition, % at 5 µM. CYP2C19 Supersomes, luciferin-H EGE luminescence, 30 min;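 active = CYP2C19 inhibition above a set limit at 5 µM in the primary screen, cut at about 50% in these data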;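 note: plate controls were negative control wells for no effect and 2.5 mM tranylcypromine positive control for full effect; values of inactives mirror those of a sister screen read the other way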
# PLAP activator = activates human placental alkaline phosphatase. purified PLAP enzyme, luminescent substrate read-out; hits give high values. 96,000 compounds, 1.2% hits. activation fold at 20 µM. P05187; in the data active = activation fold above about 2
# EphB4 antag = blocks human EphB4 binding to ephrin-B2; EphB4 LBD / TNYL-RAW-Alexa532 peptide, fluorescence polarization; inhibition, % at 7 µM; 97,000 compounds, 0.15% hits; AID 720;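 active = inhibition above the screen-wide mean inhibition plus 3 SD, cut at about 15% in these data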;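 note: 0% = DMSO wells and 100% = excess unlabeled TNYL-RAW peptide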
# Target sequence (P54760 whole entry, looked up, the tested form may be a part): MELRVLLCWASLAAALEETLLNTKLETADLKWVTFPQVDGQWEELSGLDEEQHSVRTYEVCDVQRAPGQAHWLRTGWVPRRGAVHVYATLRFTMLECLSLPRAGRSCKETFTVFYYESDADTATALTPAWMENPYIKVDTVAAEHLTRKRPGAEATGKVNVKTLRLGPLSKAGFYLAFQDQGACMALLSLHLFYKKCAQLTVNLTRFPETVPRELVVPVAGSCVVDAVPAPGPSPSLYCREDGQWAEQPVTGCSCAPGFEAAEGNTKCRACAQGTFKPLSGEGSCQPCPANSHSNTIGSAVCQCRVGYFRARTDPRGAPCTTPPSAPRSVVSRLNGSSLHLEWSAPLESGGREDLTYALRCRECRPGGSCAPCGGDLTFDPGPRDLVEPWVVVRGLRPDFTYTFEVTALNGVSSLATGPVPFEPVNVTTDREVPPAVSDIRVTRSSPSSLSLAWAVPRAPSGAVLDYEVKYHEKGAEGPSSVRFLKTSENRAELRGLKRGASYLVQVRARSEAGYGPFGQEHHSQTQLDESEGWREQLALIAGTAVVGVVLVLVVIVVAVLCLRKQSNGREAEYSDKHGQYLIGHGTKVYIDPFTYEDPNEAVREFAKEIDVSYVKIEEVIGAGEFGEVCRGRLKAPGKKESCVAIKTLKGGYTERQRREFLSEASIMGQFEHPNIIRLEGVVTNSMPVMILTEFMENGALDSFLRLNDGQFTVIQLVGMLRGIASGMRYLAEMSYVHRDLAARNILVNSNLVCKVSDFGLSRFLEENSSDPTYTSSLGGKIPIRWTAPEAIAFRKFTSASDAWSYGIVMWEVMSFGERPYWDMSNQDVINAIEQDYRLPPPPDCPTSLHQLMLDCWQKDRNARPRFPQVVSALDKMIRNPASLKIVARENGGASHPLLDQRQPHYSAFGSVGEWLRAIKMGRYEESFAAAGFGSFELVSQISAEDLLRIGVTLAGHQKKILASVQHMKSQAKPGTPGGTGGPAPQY
# Plk1 PBD FP = blocks phosphopeptide binding to human Plk1 polo box domain; 97,000 compounds, 0.13% hits; inhibition, %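 (tested at about 20 µM)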; AID 693; P53350; Plk1 PBD phosphopeptide binding, fluorescence polarization; in the data active = inhibition above about 34%, passing the limit was not always enough
# CYP2C19 activ = increases human CYP2C19 enzyme activity; P33261; recombinant CYP2C19, luciferin-H EGE luminescence; hits give high values; 0 = fully inhibited enzyme, 1 = untreated enzyme; activation factor at 5 µM; 96,000 tested, under 10 active; AID 1025;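 active = activation factor of at least 2 at 5 µM in the primary screen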;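 note: 0 = wells with 2.5 mM tranylcypromine and 1 = vehicle-only wells; values of inactives mirror those of a sister screen read the other way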
# PLK1 inh = PLK1 (human) kinase inhibition; P53350; recombinant PLK1 kinase, TR-FRET peptide phosphorylation; inhibition, % at 10 µM; 97,000 compounds, 0.53% hits; AID 619;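 active = inhibition of 50% or more in the single-concentration screen; inactive = inhibition below 50%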;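 note: 0% = DMSO max control and 100% = H-89 dihydrochloride min control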
# HIV Rev-RRE inh = disrupts HIV-1 Rev binding to RRE RNA. Rev peptide-RRE RNA binding, FRET. 97,000 compounds, 0.79% hits. inhibition, % at 8 µM. P05866;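 active = inhibition above the screen-wide mean plus 3 SD, cut at about 35% in these data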;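 note: 0% = median DMSO wells and 100% = median Neomycin B control wells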
# Target sequence (P05866 whole entry, looked up): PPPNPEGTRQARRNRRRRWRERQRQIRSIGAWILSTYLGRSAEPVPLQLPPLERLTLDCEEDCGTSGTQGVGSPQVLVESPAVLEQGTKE
#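 Material: labelled RRE RNA duplex and labelled Rev peptide / Buffer or medium: HEPES pH 7.5 salt buffer with EDTA / Compound dosing: single point, 8 µM final nominal compound concentration / Benchmarks: DMSO low control, neomycin B high control / Timing: 5 min preincubation and 15 min binding, 25 °C / Technique: FRET fluorescence readout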
# * hit, by the source's call; / = no result given.
# Start of the listing, in advance:
SMILES,CYP2C9 inhib,CYP2C9 activ,CYP2C19 inh,PLAP activator,EphB4 antag,Plk1 PBD FP,CYP2C19 activ,PLK1 inh,HIV Rev-RRE inh
Brc1ccc(Oc2ncc(CN3CCN(c4ccccc4)CC3)s2)cc1,71*,0.3,57*,1.4,-3,-12,0.4,-11,13
CC(C)CCN1CC(O)=C(c2nc3ccccc3[nH]2)C1=N,60*,0.4,68*,1.4,0,-12,0.3,0,8
N#CC1=C(N)OC2=C(C(=O)CCC2)C1C1C=CCCC1 (stereo unspecified),73*,0.3,84*,1,-2,-28,0.2,1,2
COc1ccc(NC(=O)CSC2=C(C#N)C(c3ccco3)C(C(=O)Nc3nc4ccccc4s3)=C(C)N2)cc1 (stereo unspecified),/,/,/,/,-1,-21,/,-10,-2
CCOC(=O)CC1COc2ccccc2N1C(=O)c1ccc(C)cc1 (stereo unspecified),45,0.5,27,1,7,16,0.7,-13,10
CS(=O)(=O)N(CC(=O)NC1CCCCC1)c1cccc(Cl)c1,19,0.8,30,1.4,6,-8,0.7,-9,-3

# This part in full, previewed entries included:
SMILES,CYP2C9 inhib,CYP2C9 activ,CYP2C19 inh,PLAP activator,EphB4 antag,Plk1 PBD FP,CYP2C19 activ,PLK1 inh,HIV Rev-RRE inh
Brc1ccc(Oc2ncc(CN3CCN(c4ccccc4)CC3)s2)cc1,71*,0.3,57*,1.4,-3,-12,0.4,-11,13
CC(C)CCN1CC(O)=C(c2nc3ccccc3[nH]2)C1=N,60*,0.4,68*,1.4,0,-12,0.3,0,8
N#CC1=C(N)OC2=C(C(=O)CCC2)C1C1C=CCCC1 (stereo unspecified),73*,0.3,84*,1,-2,-28,0.2,1,2
COc1ccc(NC(=O)CSC2=C(C#N)C(c3ccco3)C(C(=O)Nc3nc4ccccc4s3)=C(C)N2)cc1 (stereo unspecified),/,/,/,/,-1,-21,/,-10,-2
CCOC(=O)CC1COc2ccccc2N1C(=O)c1ccc(C)cc1 (stereo unspecified),45,0.5,27,1,7,16,0.7,-13,10
CS(=O)(=O)N(CC(=O)NC1CCCCC1)c1cccc(Cl)c1,19,0.8,30,1.4,6,-8,0.7,-9,-3
CCN(CC)CCOC(=O)c1c(C)n(C)c2ccc(OC)cc12,-5,1.1,-6,1.4,0,14,1.1,-6,-4
COc1cnn(-c2ccccc2)c(=O)c1SCc1ccc(Cl)c(Cl)c1,52*,0.5,54*,0.8,-6,16,0.5,-10,18
Cc1cccc(-c2noc(CN(C(C)C)S(=O)(=O)c3ccc(F)cc3)n2)c1,-14,1.1,27,1,5,21,0.7,-3,14
C=CCNc1nc(N2CCCCC2)c(C#N)c2c1CN(Cc1ccccc1)CC2,90*,0.1,62*,1,1,-25,0.4,-17,6
CC1CCN(CCCNC(=O)c2cc3sccc3n2C)CC1,-2,1,-14,1,1,22,1.1,-8,3
Cc1csc(NC(=O)C2CCCO2)n1 (stereo unspecified),-12,1.1,-10,0.9,1,16,1.1,-3,11
O=C(Nc1ccc(NC(=O)C2CC2)nc1)c1ccncc1,56*,0.4,13,1,10,-2,0.9,-5,10
O=C(CSc1nnc(-c2cccnc2)n1Cc1ccco1)c1ccc2ccccc2c1,48,0.5,24,1.4,-7,8,0.8,-16,5
Clc1ccc(-c2nn3cnnc3s2)c(Cl)c1,29,0.7,89*,1,/,/,0.1,/,/
CSc1cccc(NC(=O)C(C)NS(=O)(=O)c2ccc(F)cc2)c1 (stereo unspecified),-1,1,62*,1,1,-10,0.4,-28,4
CCOc1ccc(NC(=O)CSc2nnc(Cn3cnc4ccccc43)n2C)cc1,/,/,/,/,4,-1,/,-11,-2
CCn1c(CNC(=O)c2ccc(OC)c(OC)c2)nnc1SCC(=O)c1ccc(OC)cc1,-12,1.1,11,0.7,3,-10,0.9,-13,6
O=C(Nc1ccc(OC(=O)c2ccco2)cc1)c1ccco1,/,/,/,/,8,-2,/,-15,2
Cc1csc(SCC(=O)NC23CC4CC(CC(C4)C2)C3)n1,6,0.9,33,0.8,-3,11,0.7,7,2
CCOC(=O)N1CCN(CC(=O)Nc2cccc(Br)c2)CC1,7,0.9,23,1.1,7,20,0.8,-9,4
COc1ccc(NS(=O)(=O)c2ccc3c(c2)oc(=O)n3C)c(OC)c1,30,0.7,96*,1,-4,1,0,-13,4
Cn1nnnc1SCc1c(F)cccc1F,1,1,26,1.2,-2,1,0.7,-7,4
CCCN1CCN(c2ncnc3c2nnn3Cc2ccccc2)CC1,14,0.9,36,1.7,6,-17,0.6,-2,11
c1ccc2c3c(cc(N4CCOCC4)c2c1)OC1(N2CCOCC2)CCCCC1O3 (stereo unspecified),80*,0.2,95*,1.6,-4,-20,0,6,0
# Going on with the list:
SMILES,CYP2C9 inhib,CYP2C9 activ,CYP2C19 inh,PLAP activator,EphB4 antag,Plk1 PBD FP,CYP2C19 activ,PLK1 inh,HIV Rev-RRE inh
CCc1nnc(NC(=O)CSc2nnc(-c3ccco3)n2C)s1,12,0.9,9,1.2,2,-5,0.9,0,5
Cc1cc(C)c(C#N)c(Nc2ccccc2Cl)n1,-22,1.2,-16,0.8,8,-6,1.2,-13,7
CCOC(=O)c1c(-c2ccc(C)c(C)c2)csc1NC(=O)C1CC=CCC1C(=O)O (stereo unspecified),76*,0.2,10,1.5,-1,-13,0.9,-13,-1
CCOC(=O)c1cnn(-c2nc(C)cc(C)n2)c1N,-26,1.3,-18,1.2,-3,24,1.2,-3,4
CNc1ncc(C(=O)C(C)(C)C)s1,-18,1.2,-12,1,-2,11,1.1,-9,6
Cc1ccc(C)c(N2CCN(C(=O)Cn3cccc3)CC2)c1,0,1,20,1,3,3,0.8,-12,2
CSc1cccc(NC(=O)CN(C2CCCCC2)S(C)(=O)=O)c1,71*,0.3,59*,1.3,1,-9,0.4,-13,5
CCNC(=O)C1CC(=O)N(Cc2ccc3c(c2)OCO3)C(=Nc2ccc(OCC)cc2)S1 (stereo unspecified),-13,1.1,-5,1.1,-4,16,1.1,-7,-1
CCCN1C2CCCC1CC(NC(=O)c1ccccc1F)C2 (stereo unspecified),46,0.5,1,0.8,3,-12,1,-13,11
CN(C)c1ccc(/C=N/c2cc(-c3ccccc3)nn2-c2ccccc2)cc1,52*,0.5,2,1,-3,5,1,-11,7
Cc1csc(NC(=O)C2CCC(C)(C(=O)O)C2(C)C)n1 (stereo unspecified),-5,1,-5,0.9,3,-7,1.1,-1,5
N=c1c2c(-c3ccccc3)c(-c3ccccc3)n(Cc3ccco3)c2ncn1Cc1ccco1,83*,0.2,66*,1.2,/,/,0.3,/,/
CC(=O)Nc1cc2c(cc1Br)OCCO2,-28,1.3,-6,1,-4,-20,1.1,-4,4
O=C(Nc1ncc2c(n1)CC(c1ccco1)CC2=O)c1ccc(Cl)cc1 (stereo unspecified),31,0.7,28,1.2,1,-2,0.7,-8,5
CCN(CC)S(=O)(=O)c1ccc(NC(=O)c2ccccn2)cc1,49,0.5,28,0.9,-2,-1,0.7,-12,1
COc1ccc(-c2cc3ccc(OCc4nn[nH]n4)cc3oc2=O)cc1OC,59*,0.4,32,1.4,2,-5,0.7,4,10
CCN(CC)C(=S)Sc1c(-c2ccccc2)c2cc(Cl)ccc2[nH]c1=O,8,0.9,-16,1.6,2,9,1.2,-10,6
O=C(N/N=C\c1ccc(F)cc1)c1csnn1,11,0.9,16,0.9,-5,-14,0.8,-15,0
CCn1c(SCC(=O)Nc2oc(-c3ccccc3)c(-c3ccccc3)c2C#N)nnc1-c1ccco1,96*,0,94*,1.5,-6,14,0.1,-1,-4
Cc1onc(-c2ccccc2Cl)c1C(=O)Nc1ccc(-c2nnc3n2CCCCC3)cc1,3,1,18,1.6,-2,-14,0.8,-17,3
c1ccc(C2(Cn3ccc4ccccc43)OCCO2)cc1,38,0.6,44,0.9,-3,6,0.6,-12,3
Cc1cc(C)nc(NC(=O)NS(=O)(=O)N2CCCCCC2)n1,-12,1.1,-7,1.1,1,-6,1.1,-13,6
COc1ccc(-c2nc(SCc3ccccc3)n(C(=O)c3ccco3)n2)cc1,27,0.7,-6,0.9,-5,-17,1.1,-2,15
O=C(Nc1ccccc1)N1CCN(c2ccccn2)CC1,2,1,17,1,0,20,0.8,-5,-2
Cc1ccc(CN2CCN(c3ncccn3)CC2)o1,31,0.7,68*,1.2,-2,-14,0.3,5,1
# Remaining list, next part:
SMILES,CYP2C9 inhib,CYP2C9 activ,CYP2C19 inh,PLAP activator,EphB4 antag,Plk1 PBD FP,CYP2C19 activ,PLK1 inh,HIV Rev-RRE inh
COc1ccc(CCNS(=O)(=O)c2cn(C)c(=O)n(C)c2=O)cc1,5,1,29,1.1,3,-7,0.7,-2,9
CCOC(=O)c1cnn(CCOC(=O)C2CC2)c1NC(=O)C1CC1,10,0.9,19,1.1,-2,0,0.8,-2,2
COc1ccc(Cn2nnnc2C(c2cccs2)N2CCCCCC2)cc1 (stereo unspecified),92*,0.1,100*,1.3,-3,12,0,1,5
O=C(NCc1ccc2c(c1)OCO2)c1ccc(CS(=O)(=O)c2cccc(C(F)(F)F)c2)o1,94*,0.1,76*,1,3,-11,0.2,-4,12
Cc1cc(=O)oc2cc(OCC(O)CN3CCc4ccccc4C3)ccc12 (stereo unspecified),100*,0,65*,1.5,-7,-48,0.4,-11,5
COc1ccc(-c2nnc(-c3ccc(N)cc3)o2)cc1,77*,0.2,8,0.9,0,-5,0.9,-13,4
Cc1ccccc1N1C(=O)C2ON(c3ccccc3)C(c3cccnc3)C2C1=O (stereo unspecified),52*,0.5,75*,1.5,0,29,0.3,-4,18
CCNC(=O)NC(=O)C(C)OC(=O)c1oc2ccc(OCC)cc2c1C (stereo unspecified),-6,1.1,0,0.9,2,-18,1,-12,8
COC(=O)c1ccccc1NC(=O)N1CCCC1,-19,1.2,1,0.9,1,-20,1,-15,11
Cc1ccccc1[C@@H]1C(C#N)=C(N)S[C@H]1C(=O)c1ccccc1,98*,0,100*,0.7,8,0,0,-19,7
Cn1c(COc2ccccc2)nnc1SCCN1CCOCC1,-9,1.1,-7,1.2,-6,38,1.1,-10,2
Cc1ccc(OCC(=O)Nc2cccc(O)c2)cc1C,-43,1.4,17,1.1,0,17,0.8,-3,3
O=C(Nc1ccccc1C(F)(F)F)N1CCN(C(c2ccccc2)c2ccccc2)CC1,16,0.8,-1,1.2,2,-4,1,-35,3
CCCCNS(=O)(=O)c1ccc2nc(SCC(=O)c3ccccc3OC)[nH]c2c1,94*,0.1,94*,2.2*,2,33,0.1,-5,17

# Four compounds picked at random from those above, as already listed:
SMILES,CYP2C9 inhib,CYP2C9 activ,CYP2C19 inh,PLAP activator,EphB4 antag,Plk1 PBD FP,CYP2C19 activ,PLK1 inh,HIV Rev-RRE inh
Cc1ccc(OCC(=O)Nc2cccc(O)c2)cc1C,-43,1.4,17,1.1,0,17,0.8,-3,3
CCCCNS(=O)(=O)c1ccc2nc(SCC(=O)c3ccccc3OC)[nH]c2c1,94*,0.1,94*,2.2*,2,33,0.1,-5,17
COc1ccc(CCNS(=O)(=O)c2cn(C)c(=O)n(C)c2=O)cc1,5,1,29,1.1,3,-7,0.7,-2,9
CCOC(=O)c1cnn(CCOC(=O)C2CC2)c1NC(=O)C1CC1,10,0.9,19,1.1,-2,0,0.8,-2,2
